High-throughput results: PubChem, NCI
Growth percent in the NCI-60 one-dose screen (48 h, 10 µM unless noted): 100 = growth as untreated, 0 = no growth, -100 = all killed.
BT-549: BT-549 breast cancer. 78,000 tested, 4.4% active. AID 1794793
MDA-MB-231: MDA-MB-231 breast cancer. 81,000 tested, 5% active. AID 1794789
HS 578T: HS 578T breast cancer; 78,000 tested, 4.1% active
MALME-3M: MALME-3M melanoma; 78,000 tested, 5.8% active
SK-MEL-2: SK-MEL-2 melanoma; 77,000 tested, 4.7% active; AID 1794763
T-47D: T-47D breast cancer | 79,000 tested, 5% active | AID 1794792
MCF7: MCF7 breast cancer | 82,000 tested, 6.3% active
LOX IMVI: LOX IMVI melanoma | 79,000 tested, 7.4% active
Starred values were filed as active, the others as inactive; . = no result given; & = joins results of further samples; [ ] = remark or other dose. Rule for the calls: active = growth percent below 10; inactive = the rest.

SMILES | BT-549 | MDA-MB-231 | HS 578T | MALME-3M | SK-MEL-2 | T-47D | MCF7 | LOX IMVI
COc1cc2c3c(c4c5cccnc5[nH]c4c2c(OC)c1OC)C(=O)N(O)C3=O | 97 | 89 | 99 | 100 | 107 | 78 | 81 | 96
Fc1ccccc1C(=S)Nc1ccccc1Cl | 107 | 109 | 109 | 99 | 107 | 100 | 102 | 107
CCOC(=O)C1=CSC2=NC(C)=CC(c3cc(OC)c(OC)c(OC)c3)N12 (stereo unspecified) | 94 | 97 | 127 | 114 | 102 | 97 | 71 | 71
CCC(CC)C(=O)OC(C)COc1ccc(C(C)CC)cc1 (stereo unspecified) | 97 | 109 | 104 | 96 | 106 | 87 | 105 | 101
C=C(C)[C@@H]1CC[C@]2(C(=O)NCCCCCCN(CCCN)CCCN)CC[C@]3(C)[C@H](CC[C@@H]4[C@@]5(C)CC[C@H](OCCCN)C(C)(C)[C@@H]5CC[C@]43C)[C@@H]12 | 118[100 µM] | 37[100 µM] | 95[100 µM] | 44[100 µM] | 122[100 µM] | 85[100 µM] | 14[100 µM] | 5.7*[100 µM]
COc1cc2c(cc1NC(=O)C(F)(F)F)-c1ccc(NC(=O)C(F)(F)F)cc1C2 | 99 | 91 | 78 | 84 | 105 | 84 | 94 | 94
Nn1c(CN2CCN(c3cc4c(cc3F)c(=O)c(C(=O)O)cn4C3CC3)CC2)n[nH]c1=S | 112 | 107 | 108 | 95 | 96 | 98 | 93 | 103
N#C/C(=C\c1ccc([N+](=O)[O-])s1)c1nc2cc(Cl)ccc2s1 | -6.7* | -47* | 78 | -57* | -20* | 59 | 4.2* | -29*
CC1(C)CC(=O)C(/C=N/C(N)=S)=C(O)C1 | 100 | 104 | 99 | 109 | 118 | 96 | 101 | 99
COc1ccc(Cn2c(Br)c3c(c2-c2ccccc2)CCc2sc(N)nc2-3)cc1 | 102 | 90 | 100 | 113 | 108 | 87 | 105 | 95
Cc1cc(Cl)c2c(N(C)C)cccc2n1 | 98 | 93 | 136 | 87 | . | 95 | 79 | 84
CC(C)Sc1nc(-c2ccc(Cl)cc2)c(C#N)c(=O)[nH]1 | 107 | 99 | 103 | 107 | 121 | 98 | 93 | 98

Given with two lines to a compound: seven of the compounds above.
Screens in order: BT-549 | MDA-MB-231 | HS 578T | MALME-3M | SK-MEL-2 | T-47D | MCF7 | LOX IMVI
> N#C/C(=C\c1ccc([N+](=O)[O-])s1)c1nc2cc(Cl)ccc2s1
    -6.7* | -47* | 78 | -57* | -20* | 59 | 4.2* | -29*
> Fc1ccccc1C(=S)Nc1ccccc1Cl
    107 | 109 | 109 | 99 | 107 | 100 | 102 | 107
> COc1ccc(Cn2c(Br)c3c(c2-c2ccccc2)CCc2sc(N)nc2-3)cc1
    102 | 90 | 100 | 113 | 108 | 87 | 105 | 95
> COc1cc2c(cc1NC(=O)C(F)(F)F)-c1ccc(NC(=O)C(F)(F)F)cc1C2
    99 | 91 | 78 | 84 | 105 | 84 | 94 | 94
> Nn1c(CN2CCN(c3cc4c(cc3F)c(=O)c(C(=O)O)cn4C3CC3)CC2)n[nH]c1=S
    112 | 107 | 108 | 95 | 96 | 98 | 93 | 103
> CC(C)Sc1nc(-c2ccc(Cl)cc2)c(C#N)c(=O)[nH]1
    107 | 99 | 103 | 107 | 121 | 98 | 93 | 98
> CCOC(=O)C1=CSC2=NC(C)=CC(c3cc(OC)c(OC)c(OC)c3)N12 (stereo unspecified)
    94 | 97 | 127 | 114 | 102 | 97 | 71 | 71

Looked up above.
MALME-3M, Cc1cc(Cl)c2c(N(C)C)cccc2n1 → 87
T-47D, Nn1c(CN2CCN(c3cc4c(cc3F)c(=O)c(C(=O)O)cn4C3CC3)CC2)n[nH]c1=S → 98
HS 578T, CCC(CC)C(=O)OC(C)COc1ccc(C(C)CC)cc1 (stereo unspecified) → 104

The results go on:
SMILES | BT-549 | MDA-MB-231 | HS 578T | MALME-3M | SK-MEL-2 | T-47D | MCF7 | LOX IMVI
O=C1NC(=S)S/C1=C\c1ccc2c(c1)OCO2 | 101 | 95 | 93 | 83 | 109 | 102 | 98 | 96
Clc1cccc(Cl)c1C[n+]1ccccc1 | 93 | 108 | 112 | 104 | 107 | 91 | 99 | 97
O=C(c1cc(-c2ccc(Cl)cc2)nc2ccccc12)N1N=C(c2ccccc2)CC1c1cc(-c2ccccc2)nn1-c1ccccc1 (stereo unspecified) | 85 | 93 | 89 | 86 | 86 | 75 | 76 | 57
COc1ccc([C@@H]2c3[nH]c4ccccc4c3C[C@H]3C(=O)N(C4CCN(Cc5c(Cl)cccc5Cl)CC4)CC(=O)N23)c(OC)c1 | 98 | 88 | 100 | 96 | 105 | 88 | 100 | 103
CC[C@H](C)C(=O)O[C@H]1C[C@@H](C)C=C2C=C[C@H](C)[C@H](CC[C@@H]3C[C@@H](O)CC(=O)O3)[C@H]21 | 82 | -35* | 94 | 90 | 37 | 97 | . | 25
Oc1cccc(Nc2nccc(-c3ccc(Cl)cc3)n2)c1 | 87 | 69 | 86 | 117 | 101 | 77 | 44 | 64
[2H]c1c([2H])c(C2([2H])C([2H])NC([2H])C([2H])C2[2H])c([2H])c([2H])c1-n1cc2cccc(C(N)=O)c2n1 (stereo unspecified) | 100 | 80 | 86 | 80 | 102 | 98 | 64 | 71
O=C1NCN(C2CCCCC2)CN1 | 96 | 103 | 127 | . | 101 | 98 | 96 | 95
NC(N)=NCCC[C@@H]1NC(=O)[C@H](Cc2ccc(O)cc2)NC(=O)CNC(=O)[C@H](CO)NC(=O)[C@H](Cc2ccccc2)NC1=O | 92 | 81 | 90 | 91 | 104 | 90 | 99 | 88
CCNc1ccccc1C(=O)O | 104&90 | 111&98 | 128&106 | 83&98 | 109&116 | 107&96 | 99&99 | 100&96
Nc1[nH]n2cc(-c3ccc(F)cc3)nc2c1N=Nc1ccc(S(N)(=O)=O)cc1 | 74 | 75 | 67 | 58 | 70 | 78 | 88 | 64
Cc1nn(-c2ccc(Cl)cc2)c(C)c1N=Nc1ccc2oc(=O)ccc2c1 | 101 | 78 | 76 | 89 | 110 | 46 | 79 | 70
COc1ccc(CN2C(=O)C(=Nc3cc(OC)c(OC)c(OC)c3)c3cc(OC)ccc32)cc1 | 101 | 85 | 107 | 85 | 73 | 74 | 86 | 72
CN(Cc1ccc(Cl)cc1Cl)CC(O)C(O)C(O)C(O)CO (stereo unspecified) | 101 | 107 | 91 | 105 | 103 | 101 | 94 | 102
O=C1C=CC(O)=CC1=P(c1ccccc1)(c1ccccc1)c1ccccc1 | . | 81 | 83 | 60 | 83 | 96 | 92 | 95
CCCCCCCCCCCOC(=O)c1ccc(Cl)cc1 | 104 | 110 | 97 | 109 | 100 | 91 | 94 | 98
C[C@H](N)C(=O)N1CCCC(OC(=O)NC(C)(C)c2csc(-c3ccc(F)cc3)n2)C1 (stereo partly specified) | 99 | 98 | 87 | . | 92 | 88 | 92 | 93
CN(C)c1oc(C2OC2c2cccc3ccccc23)nc1C#N (stereo unspecified) | 99 | 86 | 96 | 84 | 90 | 85 | 95 | 101
COc1nc2c(c(=O)[nH]1)C1(C(=O)N(C)c3ccccc31)c1c(nc(OC)[nH]c1=O)N2 | 109 | 95 | 110 | 100 | 107 | 104 | 90 | 94
C=CCc1c(OCCN(C)C)ccc2ccccc12 | 102 | 87 | 92 | 105 | 111 | 87 | 105 | 92
Cc1cc(C)cc(C(=O)Nc2cccc(C#Cc3cccc4[nH]nc(N)c34)c2)c1 | 115 | 40 | 76 | 86 | . | 39 | 38 | 43
COc1ccc(/C=C2\N=C3N(NC(=O)N3c3ccccc3)C2=O)cc1 | 101 | 93 | 100 | 91 | 97 | 104 | 94 | 96
O=C(NO)/C(CC(=O)c1ccc(O)cc1)=N\O | 118 | 98 | 117 | 102 | 111 | 116 | 98 | 99
CCOC(=O)c1cccnc1 | . | 119 | 109 | 111 | . | 104 | 104 | 104
COc1cc(NC(=O)C(C)Sc2nc3ccccc3c(=O)n2CCc2ccc(S(N)(=O)=O)cc2)cc(OC)c1OC (stereo unspecified) | 103 | 96 | 103 | 112 | 106 | 85 | 101 | 100
N#Cc1ccccc1OCC(=O)Nc1nc2c(s1)COc1ccccc1-2 | 122 | 102 | 100 | 107 | 89 | 86 | 91 | 91
C#Cc1nc(C2=C(C)C(=N\O)/C(=N/O)C2)cs1 | 105 | 61 | 87 | 94 | 108 | 83 | 72 | .
N=C(N)S(=O)O | 86 | 106 | 98 | 99 | 101 | 87 | 89 | 95
C=C(C)C(=O)Nc1ccc2nn(-c3ccccc3O)nc2c1 | 97 | 104 | 105 | 93 | 102 | 76 | 97 | 103
O=C(O)C(=O)Nc1cccc([N+](=O)[O-])c1 | . | 98 | 101 | 103 | 87 | 96 | 82 | 100
COc1ccc(-c2onc3ccc(Br)cc23)cc1OC | 72 | 95 | 132 | 137 | 101 | 82 | 82 | 81
Oc1c(I)cc(I)cc1CN(Cc1ccccn1)Cc1ccccn1 | 31 | 33 | 39 | 17 | 22 | 22 | 13 | 7.3*
Clc1cc(Cl)c(OCC#CI)cc1Cl | 135 | 83 | 103 | 1.0* | 76 | 1.9* | 9.3* | -56*
O=C(OCc1ccccc1)C(=O)OCc1ccccc1 | . | 105 | 113 | . | . | 102 | 106 | 93
CC1(COC2Nc3ccc([N+](=O)[O-])cc3OC2(C)CO)C=Nc2ccc([N+](=O)[O-])cc2O1 (stereo unspecified) | 80 | 100 | 91 | 104 | 89 | 83 | 94 | 96
Cc1cc2c(cc1C)N(C(=O)CCl)CC(=O)N2 | 19 | 51 | 73 | 9.7* | 63 | 16 | 20 | -9.8*
CN1CCN(c2ccc(Nc3nc(NCCNC(=O)c4ccccc4)c4sccc4n3)cc2)CC1 | 59 | 54 | 81 | 31 | 97 | 18 | 26 | 5.2*
COc1cc(C=C2C(=O)NC(=O)NC2=O)cc(CN2CCCCC2)c1O | 116 | 98 | 107 | 111 | 121 | 115 | 103 | 99
CC(C)(C)n1nnnc1C(Nc1cccc2c1OCO2)c1cc2cccc3ccc4cccc1c4c32 (stereo unspecified) | 130 | 81 | 89 | 93 | . | 66 | 65 | 87
CC(C)C(=O)C(C)c1ccccn1 (stereo unspecified) | 106 | 106 | 97 | 99 | 97 | 91 | 99 | 102
COc1cc(-c2ccc(NC(=O)CSC(N)=O)c(OC)c2)ccc1NC(=O)CSC(N)=O | 111 | 96 | 104 | 93 | 95 | 93 | 82 | 71
CC1=CC(C)(C)NC(=S)N1c1cccc2ccccc12 | 104 | 95 | 98 | 89 | 99 | 94 | 103 | 100
c1ccc(Cn2cc3c(c2-c2ccccc2)CCc2cnc(Nc4ccccc4)nc2-3)cc1 | 74 | 72 | 101 | 78 | 81 | 45 | 77 | 83
Cc1cc2ccccc2c[n+]1CCCC[n+]1cc2ccccc2cc1C | 93 | 107 | 102 | 94 | 100 | 96 | 87 | 95
COc1ccc2nc(NNC(=O)c3cnccn3)c3cccn3c2c1 | 13 | 5.8* | 44 | -6.3* | 46 | 0.2* | -32* | -36*
COc1nnc2c3ccccc3n(Cc3ccccc3)c2n1 | 103 | 94 | 103 | . | 97 | . | 91 | 97
COc1cc(/C=C2\C=C(c3ccccc3)N(Cc3ccccc3)C2=O)cc(OC)c1OC | 90 | . | 70 | 117 | 87 | 81 | 70 | 91
CC1(C)NC(=O)N(CN2C(=O)NC(C)(C)C2=O)C1=O | 108 | 106 | 106 | 112 | 146 | 120 | 105 | 99
O=[N+]([O-])c1cc(F)ccc1Nc1cc(F)cc(F)c1 | 98 | 103 | 104 | 111 | 103 | 106 | 102 | 97
CNC(=O)c1cc(Oc2ccc3c(c2)sc2nc(-c4ccc(F)cc4)cn23)ccn1 | 103 | 92 | 97 | 97 | 105 | 98 | 91 | 98
FC(F)(F)c1ccc2c(c1)n1cnnc1c1nncn21 | 103 | 104 | . | 106 | 112 | 102 | 98 | 108
CCCCC(N)C(O)c1ccccc1 (stereo unspecified) | 118 | 110 | 101 | 99 | 107 | 103 | 99 | 97
COC(=O)[C@]12CC[C@@H](C)[C@H](C)[C@H]1C1=CC(=O)[C@@H]3[C@@]4(C)CC[C@H](OC(C)=O)C(C)(C)[C@@H]4CC[C@@]3(C)[C@]1(C)CC2 | 103 | 106 | 105 | 112 | 105 | 91 | 93 | 97
Clc1ccc2c(Nc3ccc4oc(NCCN5CCCC5)nc4c3)ccnc2c1 | 95 | 37 | 97 | 105 | 105 | 92 | 69 | 30
CCNS(=O)(=O)c1ccc(Cl)c(Cl)c1 | 93 | 90 | 98 | 98 | 102 | 85 | 106 | 96
O=S(=O)(NCCCNc1cc(-c2c(-c3cccc(O)c3)nc3sccn23)ccn1)c1c(Cl)cccc1Cl | 55 | 72 | 41 | 56 | 81 | 18 | 71 | 51
CCOc1nc(OCC)c2[nH]c(C(=O)O)c(Br)c2n1 | 102 | 109 | 125 | 123 | 112 | . | 107 | 106
CC[C@@H]1NC(=O)[C@H]([C@H](O)[C@H](C)C/C=C/c2ccc(CN3C(=O)C(C)=C(C)C3=O)cc2)N(C)C(=O)[C@H](C(C)C)N(C)C(=O)[C@H](CC(C)C)N(C)C(=O)[C@H](CC(C)C)N(C)C(=O)[C@@H](C)NC(=O)[C@H](C)NC(=O)[C@H](CC(C)C)N(C)C(=O)[C@H](C(C)C)NC(=O)[C@H](CC(C)C)N(C)C(=O)CN(C)C1=O | 82 | 71 | 84 | 88 | 81 | 55 | 51 | 69
Cc1cc(C)c(O)c(C)c1O | 111 | 104 | 102 | 95 | 111 | 102 | 93 | 98
COC(=O)c1ccc(C2SCC(=O)N2NC(=O)C(O)(c2ccccc2)c2ccccc2)cc1 (stereo unspecified) | 102 | 90 | 70 | 100 | 100 | 101 | 97 | 90
